High-throughput results (PubChem BioAssay)
CBFb RUNX1 block: CBF-beta/RUNX1 interaction disruption | Q01196+Q13951 | AID 1477 | AlphaScreen CBFb-His/RUNX1-biotin binding, biochemical | 230,000 tested, under 10 active | Potency, µM (top dose mostly 59.8 µM), for inactives: at the highest dose activity, negative = inhibition, hits mostly inhibitors; further: % of control where 0% means no effect
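Compounds were screened at multiple concentrations against a preformed CBF-beta(His)/RUNX1(biotin) complex (30 nM of each) for 15 min at room temperature, followed by 90 min with nickel and streptavidin beads and AlphaScreen reading.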
TexasRed fluor: counter-screen for TRb-SRC2 inhibitors: fluorescence interference; 0.29% of 280,000 active; Potency, µM (series often up to 106 µM), for the others: top-dose fluorescence change, negative = quenching; TRb/SRC2 Texas Red total fluorescence interference; active means well fitted curve in either direction with a large enough effect; inconclusive means small, poorly fitted or top-dose-only effect; further: potency means the concentration at half of the fitted maximal effect; on the % scale 0 is the no-effect control and ±100 the full control effect
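Human TRb ligand-binding domain at 0.6 uM with 20 nM Texas Red SRC2 peptide in Tris buffer containing 1 uM T3 and 5% DMSO, incubated with compound 5 h at ambient temperature. Total fluorescence (555/632 nm) calculated as parallel + 2 × perpendicular.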
Tau fluor counter: counter-screen for tau fibril formation inhibitors; tau K18 P301L (four-repeat tau fragment) Alexa594 fluorescence, heparin fibrillization; Potency, µM (top dose mostly 57.7 µM), for the others: at the top dose activity change, negative = decrease; 0.93% of 280,000 active; AID 1463; further: potency means the concentration at half of the fitted maximal effect; on the % scale 0 is the no-effect control and ±100 the full control effect; nearly all actives have a fitted effect of over 55% in size
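Human K18 P301L tau (15 uM unlabeled plus 0.24 uM Alexa 594-labeled, final) in 100 mM sodium acetate pH 7 was mixed with compound and 20 uM heparin and incubated 6 hr at 37 C.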
Epigenetic derep: regulators of epigenetic silencing causing reporter derepression in mouse cells. murine LDR cells, GFP reporter derepression, 30 h. Potency, µM (highest dose often 53.9 µM), for inactives: top-dose GFP activation, most hits filed as activators. 0.2% of 280,000 active; further: potency means the concentration at half of the fitted maximal effect; % of control where 0% means no effect; nearly all actives have a fitted effect of over 60% in size
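GFP-positive cell count by laser-scanning cytometry (objects 20–120 um) after 30 h, 37 C compound exposure of murine LDR cells; reporter is CMV-GFP integrated at a silenced locus, inducible by HDAC or DNMT inhibitors.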
TRb SRC2 PPI: TRbeta-SRC2 interaction inhibition; TRbeta-SRC2 peptide binding, fluorescence polarization; receptor liganded with 1 µM T3; Potency, µM (highest dose often 106 µM), inactives show at the top dose activity change, negative = inhibition, most hits filed as inhibitors; 0.065% of 280,000 active; AID 1469;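 further: potency means the concentration at half of the fitted maximal effect; plate controls were bound peptide for no effect and peptide without receptor for full effect; nearly all actives have a fitted effect of over 50% in size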
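Human TRb ligand-binding domain (0.6 uM) is mixed with 20 nM Texas Red SRC2 peptide and 1 uM T3; after compound addition and 5 hr at ambient temperature, polarization is measured and normalized to unbound and bound controls.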
GLA spleen mod: inhibitors or activators of human alpha-galactosidase in spleen homogenate. human spleen homogenate, 4MU-alpha-Gal fluorescence, 40 min. Potency, µM (titrated, usually from 80 µM), for the others: at the top dose activity change, negative = inhibition, usual class: inhibitors. 0.008% of 240,000 active;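 further: potency means the concentration at half of the fitted maximal effect; 0% = enzyme with vehicle and -100% = no enzyme basal signal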
Target sequence (P06280 32-429 limits assumed): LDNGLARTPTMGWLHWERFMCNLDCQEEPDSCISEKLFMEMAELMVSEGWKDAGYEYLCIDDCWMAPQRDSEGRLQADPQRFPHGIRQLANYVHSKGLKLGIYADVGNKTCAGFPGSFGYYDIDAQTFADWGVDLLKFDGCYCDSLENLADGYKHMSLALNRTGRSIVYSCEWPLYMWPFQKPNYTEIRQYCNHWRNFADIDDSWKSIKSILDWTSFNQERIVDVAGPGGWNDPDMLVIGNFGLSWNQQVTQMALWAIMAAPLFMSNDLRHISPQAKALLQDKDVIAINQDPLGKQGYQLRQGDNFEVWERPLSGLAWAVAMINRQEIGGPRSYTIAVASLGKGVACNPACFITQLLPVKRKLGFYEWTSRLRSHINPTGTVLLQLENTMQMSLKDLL
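Spleen homogenate 1 ug + cpd (titration) + 4-MU-alpha-D-galactopyranoside 1 mM; 37C 40 min; 50 mM citrate/phosphate pH 5.0, 0.01% Tween-20; stop pH 10; fluorescence 365/440; AC50 via Hill.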
NPSR antagonist: blocks cAMP signaling of the human neuropeptide S receptor | Potency, µM (titrated, usually from 38.3 µM), for the others: at the top dose activity change, negative = inhibition, most hits filed as inhibitors | CHO-NPSR cells, cAMP TR-FRET, antagonist mode | 1% of 220,000 active | Q6W5P4; further: potency means the concentration at half of the fitted maximal effect; on the % scale 0 is the no-effect control and ±100 the full control effect; nearly all actives have a fitted effect of over 50% in size; many of its hits are not listed in these tables
Target sequence (Q6W5P4 whole entry, looked up): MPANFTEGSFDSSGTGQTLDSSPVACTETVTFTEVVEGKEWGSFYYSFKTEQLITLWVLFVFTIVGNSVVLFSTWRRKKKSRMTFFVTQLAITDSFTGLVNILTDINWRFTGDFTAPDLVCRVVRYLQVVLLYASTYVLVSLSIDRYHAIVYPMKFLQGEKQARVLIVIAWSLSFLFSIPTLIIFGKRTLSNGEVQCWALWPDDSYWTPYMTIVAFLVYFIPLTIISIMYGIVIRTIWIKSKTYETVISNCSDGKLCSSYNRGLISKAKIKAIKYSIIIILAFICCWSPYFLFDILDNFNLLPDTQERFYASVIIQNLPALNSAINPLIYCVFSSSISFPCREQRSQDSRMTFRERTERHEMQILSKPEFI
Tau FP inhib: inhibitors of human tau fibril formation; P10636; K18 P301L tau heparin fibrillization, Alexa594 FP, 6 h; Potency, µM (top dose mostly 57.7 µM), inactives show at the highest dose activity, negative = inhibition, most hits filed as inhibitors; 0.39% of 280,000 active; further: potency means the concentration at half of the fitted maximal effect; on the % scale 0 is the no-effect control and ±100 the full control effect; nearly all actives have a fitted effect of over 55% in size
Target sequence (P10636 561-689 P618L limits assumed): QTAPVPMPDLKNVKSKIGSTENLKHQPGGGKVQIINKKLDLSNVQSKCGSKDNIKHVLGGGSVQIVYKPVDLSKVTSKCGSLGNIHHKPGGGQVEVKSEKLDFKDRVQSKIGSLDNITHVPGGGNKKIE
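Compound effects on tau fibrillization are measured by Alexa 594 fluorescence polarization (ex 555, em 632 nm). K18 P301L tau is used at 15 uM with 0.24 uM labeled tracer, and 20 uM heparin induces aggregation over 6 hr at 37 C.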
An asterisk follows results filed as active; ? = inconclusive; · = not tested or not shown; [ ] = dose if it differs, or a comment. Unless noted, the call rests on the fitted dose curve; in most records, active means well fitted curve in the direction sought with a large enough effect; inconclusive means small, poorly fitted or top-dose-only effect, or another doubt; inactive means no such curve, though single readings can be large; an effect the other way counts as inactive or inconclusive. Not all compounds are listed; count on the stated rates, not on these rows.

The first 2 records (preview)
structure	Tau FP inhib	GLA spleen mod	Epigenetic derep	Tau fluor counter	CBFb RUNX1 block	TexasRed fluor	TRb SRC2 PPI	NPSR antagonist
O=C(NCCCc1ccccc1)Nc1cccc(Cl)c1	9%	0%	-1.0%	0%	6%	1%	12%	-19%
CCn1c(SCC(=O)N2CCCC2)nc2ccccc21	3%	-1%	-0.2%	-4%	-1%	-7%	4%	6%

Results, repeating the preview:
structure	Tau FP inhib	GLA spleen mod	Epigenetic derep	Tau fluor counter	CBFb RUNX1 block	TexasRed fluor	TRb SRC2 PPI	NPSR antagonist
O=C(NCCCc1ccccc1)Nc1cccc(Cl)c1	9%	0%	-1.0%	0%	6%	1%	12%	-19%
CCn1c(SCC(=O)N2CCCC2)nc2ccccc21	3%	-1%	-0.2%	-4%	-1%	-7%	4%	6%
CC(=O)N1CCCc2ccc(NC(=O)c3ccc(OC(C)C)cc3)cc21	3%	·	-3.3%	0%	·	0%	5%	·
CC1CCCN(CC(=O)Nc2cccc([N+](=O)[O-])c2)C1 (stereo not given)	1%	1%	-1.0%	-4%	-2%	-3%	0%	17%
COc1ccc(Cl)c(N2CCN(CCCNC(=O)Nc3ccc(C)cc3)CC2)c1	13%	0%	-1.1%	?	-6%	-1%	3%	-6%[46.1 µM]
O=C(CCCn1nnc(-c2cccnc2)n1)c1ccc(F)cc1	-3%	-2%	1.5%	-7%	-1%	-7%	0%	-3%[46.1 µM]
COC(=O)/C(C(C)=O)=C(\C=C\N(C)C)N(C)C	11%	-4%	-1.1%	-6%	-1%	-1%	12%	-6%[46.1 µM]
COc1cccc2c1Oc1nc(-c3ccccc3)nc(SCC(=O)Nc3ccccc3)c1C2	-7%	·	7.2%	-15%	·	-2%	-10%	·
Cc1nn(-c2ccccc2)c(N2CCCC2)c1/C=N/O	-3%	0%	-7.8%	-13%	1%	1%	5%	-5%[46.1 µM]
Cc1cc(C(=O)COC(=O)CN(C)S(=O)(=O)c2ccc(Cl)cc2)c(C)n1Cc1cccs1	-4%	-2%	-0.9%	-14%	2%	4%	-10%	-3%[46.1 µM]
O=C(CN1CCN(Cc2ccc(Cl)cc2)CC1)N/N=C/c1cccs1	5%	5%	-1.0%	-11%	9%	-2%	-8%	11%
Cc1cccc(C)c1N(CC(=O)Nc1cccc(N(C)S(C)(=O)=O)c1)S(C)(=O)=O	-9%	15%	-0.2%	-14%	3%	2%	8%	9%[46.1 µM]
O=S(=O)(c1ccccc1Br)N1CCC(O)(c2cccnc2)CC1	2%	7%	1.1%	-9%	2%	0%	5%	-13%
OC(CNCc1cccc(Cl)c1)c1ccccc1 (stereo not given)	2%	3%	-4.5%	-8%	2%	0%	0%	5%
CCOc1ccccc1NC(=O)c1cnn2c(C(F)F)cc(-c3ccccc3)nc12	-5%	·	0.8%	-27%	·	-1%	0%	·
CCO[C@@H]1OC(C(=O)N2CCN(Cc3ccc4c(c3)OCO4)CC2)=C[C@H](c2ccc3c(c2)OCO3)[C@H]1CCCO	12%	-2%	-0.8%	9%	4%	-3%	-1%	37%
O=C(Cn1cc2c(n1)CCCC2)Nc1cc(C(F)(F)F)ccc1Cl	-4%	·	0.0%	-1%	·	-3%	8%	·
CCC(C)NC(=O)C1CCC(=O)N(c2cc(OC)c(OC)c(OC)c2)C1c1ccc(OC)cc1 (stereo not given)	-10%	-1%	0.0%	-1%	0%	-2%	-7%	4%[46.1 µM]
Cc1nc2ccc(S(=O)(=O)CCC(=O)Nc3ccc(C)c(C)c3)cc2s1	-5%	·	3.8%	-8%	·	-2%	-1%	·
Cc1c(C=O)c2ccccc2n1CC(=O)NCc1ccccc1	6%	1%	-0.3%	2%	-1%	1%	-2%	-10%
CCCOC(=O)CSc1ncnc2sc3c(c12)CCC(C)C3 (stereo not given)	-2%	·	-1.3%	-11%	·	-1%	-1%	·
O=Cc1ccc(N2CCCCC2)cc1	12%	-17%	5.2%	-6%	12%	-5%	-5%	29%
COc1cc(OC)cc(C(=O)Nc2nnc(-c3cccnc3)o2)c1	-4%	-5%	-0.1%	-2%	?	-2%	2%	2%
C/C(=N/NS(=O)(=O)c1ccccc1)c1ccc(Cl)cc1	-2%	-1%	-3.2%	-8%	1%	0%	4%	-7%
CC1=NNC(=O)C1CC(=O)N/N=C(\C)c1cccs1 (stereo not given)	4%	7%	-2.6%	7%	16%	1%	1%	4%
S=c1nc(-c2ccccc2Br)[nH][nH]1	?	5%	0.0%	3%	9%	1%	-16%	5%
CC1CCN(C(=O)CSc2c3c(nc4ccc(Cl)cc24)CCCC3)CC1	-11%	·	-0.4%	-7%	·	-3%	1%	·
Cc1nn(CC(=O)N(C)Cc2ccc(F)cc2)c(C)c1[N+](=O)[O-]	14%	18%	-1.0%	9%	-15%	0%	-2%	28%
COc1ccc(-n2c(SCC(=O)N/N=C/c3ccccc3OCC(=O)O)nc3ccccc3c2=O)cc1	5%	-17%	0.5%	8%	?	-4%	10%	5%
Cc1cc(S(=O)(=O)N2CCN(c3ccccc3C)CC2)ccc1F	2%	0%	0.1%	-9%	27%	0%	-4%	-11%[46.1 µM]
COCCCNc1nc(NCc2cccc(Cl)c2)c2cnn(C)c2n1	5%	·	-2.4%	-14%	·	0%	-2%	·
CC1CCC2(CC1)NC(=O)N(CC(=O)Nc1ccccc1-c1ccccc1)C2=O (stereo not given)	-3%	-2%	3.2%	0%	6%	-2%	0%	-11%
COC(=O)c1nnn(-c2ccc(Br)cc2)c1C(=O)OC	-13%	·	1.9%	-7%	·	-2%	-4%	·
CC(C)(C)OC(=O)NNC(=S)NCc1ccc(Cl)cc1	-4%	2%	-1.2%	-17%	4%	1%	5%	-1%[46.1 µM]
O=C(NN1C(=O)C2CC=C(Cl)CC2C1=O)c1ccncc1 (stereo not given)	0%	-5%	1.6%	-13%	?	2%	4%	-15%
CCOCC(=O)Nc1ccc([N+](=O)[O-])cc1Cl	-9%	-5%	1.9%	-16%	1%	0%	5%	18%
CC1CCCCC1NC(=O)c1ccc(CNc2c(N3CCCC3)c(=O)c2=O)cc1 (stereo not given)	-4%	6%	-1.1%	-9%	11%	1%	0%	-1%[46.1 µM]
Cc1nc(CNC(=O)c2cc(COc3c(F)cccc3F)on2)cs1	3%	-11%	0.0%	-5%	23%	-2%	0%	2%
CC1Oc2ccccc2C=C1/C=N\NC(=O)c1cccnc1 (stereo not given)	-5%	1%	3.8%	-11%	2%	0%	-2%	-19%
O=C(CCCc1nc2ccccc2s1)Nc1nccs1	4%	-3%	-1.1%	-9%	1%	-1%	-3%	-4%[46.1 µM]
CC12CCC(C(=O)NCCCn3ccnc3)(OC1=O)C2(C)C (stereo not given)	4%	1%	0.0%	2%	5%	-1%	2%	-13%[46.1 µM]
O=C(Cn1cnc2c(cnn2-c2ccc(F)cc2)c1=O)N1CCCc2ccccc21	4%	16%	3.1%	3%	2%	-2%	6%	-6%
CC(=O)/C(=C/c1ccccc1)C(=O)Nc1ccccc1C	14%	2%	0.1%	8%	3%	0%	1%	-55%
COCCNc1cc(-c2ccccc2C(F)(F)F)ncn1	-2%	6%	-0.8%	-6%	·	-4%	2%	·
CCC(=O)c1ccc(OCc2ccc(C(=O)c3ccccc3)cc2)cc1	-2%	7%	0.9%	-14%	7%	-4%	-6%	-7%
CCOc1ccc(OCC)c(NS(=O)(=O)c2c(C(=O)N3CCC(C)CC3)c(C)n(C)c2C)c1	8%	·	2.1%	-3%	·	-1%	5%	·
CCOC(=O)COc1ccc(S(=O)(=O)Nc2ccc3c(c2)OCO3)cc1	12%	7%	0.9%	7%	-1%	0%	-9%	-1%[46.1 µM]
Fc1ccc(NCc2nnc(SCc3nnc(-c4ccccc4)o3)n2CC2CCCO2)cc1 (stereo not given)	12%	4%	0.0%	2%	2%	-2%	-9%	-12%[46.1 µM]
Cc1ccc(CNC(=O)c2ccc(Br)o2)cc1	3%	3%	-1.0%	2%	6%	1%	8%	-6%[46.1 µM]
Cc1cc(C)n2nc(/C(C#N)=C/c3ccccn3)c(C#N)c2n1	?	-8%	?	?	-2%	-6%	5%	-7%

Later entries
structure	Tau FP inhib	GLA spleen mod	Epigenetic derep	Tau fluor counter	CBFb RUNX1 block	TexasRed fluor	TRb SRC2 PPI	NPSR antagonist
Cc1ccc(C(=O)c2cn(Cc3ccccc3)c3ccccc3c2=O)cc1	3%	·	4.4%	-16%	·	-2%	-1%	·
Cc1ccc(C(=O)Nc2cccc([N+](=O)[O-])c2)cc1S(=O)(=O)Nc1ccc(NC(=O)c2ccccc2)cc1	?	7%	0.0%	4.5µM*[quencher]	1%	-2%	11%	-22%
O=C(COc1ccccc1F)Nc1nnc(S(=O)(=O)N2CCCCCC2)s1	-4%	·	?	-13%	·	5%	-11%	·
CCCCc1nc2ccccc2c(=O)n1NC(=O)c1c(O)c2ccccc2n(C)c1=O	-19%	0%	1.1%	-8%	1%	-1%	-1%	-8%
O=C(CSc1nnc(Cn2nnc(-c3ccccc3)n2)n1-c1ccccc1)Nc1ccc(F)cc1	?	-10%	0.0%	-15%	7%	1%	11%	-20%[46.1 µM]
CC(C)(C)NCC(O)COCc1ccc(Cl)cc1 (stereo not given)	5%	4%	0.0%	4%	11%	0%	3%	-5%[46.1 µM]
COc1ccc(-c2ncn(CCC#N)c2[N+](=O)[O-])cc1	4%	-6%	-1.4%	-2%	-10%	-7%	-3%	11%
